RTF Ca sens inh – cardiac RTF calcium desensitization; P19429+P45379; IANBD-labeled cardiac RTF, Ca2+ fluorescence; inhibition, % at 7.15 µM; hit rate 0.12% among 340,000; AID 493244;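 active means inhibition above the mean inhibition of all tested compounds plus 3 SD, cut at about 17% in these data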;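 further: assay run at fixed EC70 calcium of 1.6 mM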
V-ATPase pHluor – yeast V-ATPase proton transport regulation by pHLuorin | S. cerevisiae, pHLuorin cytosolic pH fluorescence | response, % at 10 µM | hit rate 0.37% among 350,000 | AID 504577; in the data active means response mostly above about 7.3%, no sharp cut-off; inactive means mostly below about 5.4%; further: actives read high; inactives centre near 0; some compounds called inactive have numbers as strong as hits; reference of the scale not given here
C-LANA FP – KSHV C-LANA DNA binding inhibition; hit rate 0.078% among 340,000; inhibition, % at 9 µM; MBP-C-LANA/FAM-LBS DNA binding, fluorescence polarization;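 active means highest replicate inhibition at or above 60% at 9 µM, even if other replicates fall short; inactive means all replicates below 60% inhibition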;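 further: 0% = neutral control wells and 100% = 4 µM acridine orange control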
HTR5A inv ctr – counter-screen for OPRM1-OPRD1 inverse agonists: human HTR5A inverse agonism. hit rate 0.083% among 340,000. AID 504634. HTR5A cell line, luminescence. inhibition, % at 9.3 µM. P47898; in the data active means inhibition mostly above about 23%, no sharp cut-off; inactive means mostly below about 18%;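 further: 0% = cells with DMSO and 100% = no-cell wells with DMSO; some compounds called inactive have numbers as strong as hits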
Target sequence (P47898 whole entry, looked up): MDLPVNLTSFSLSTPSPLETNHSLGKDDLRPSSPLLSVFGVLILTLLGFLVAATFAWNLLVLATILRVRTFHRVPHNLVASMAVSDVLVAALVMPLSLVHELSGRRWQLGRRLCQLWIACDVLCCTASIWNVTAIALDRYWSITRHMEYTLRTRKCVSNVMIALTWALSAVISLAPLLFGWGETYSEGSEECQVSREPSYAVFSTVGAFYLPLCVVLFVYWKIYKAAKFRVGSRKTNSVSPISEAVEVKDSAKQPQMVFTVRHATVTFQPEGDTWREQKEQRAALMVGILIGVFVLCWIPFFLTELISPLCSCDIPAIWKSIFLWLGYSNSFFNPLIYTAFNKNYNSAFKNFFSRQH
HTR5A ag ctr – HTR5A agonism, opioid heterodimer counter-screen; HTR5A agonist assay, luminescence, cell-based; activation, % at 9.3 µM; hit rate 0.61% among 340,000; in the data active means activation mostly above about 9.5%, no sharp cut-off; inactive means mostly below about 7.6%;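 further: 0% = cells with vehicle only and 100% = reference agonist; strong numbers were not always called active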
OPRM1-OPRD1 ag – OPRM1-OPRD1 heterodimerization agonism. P35372+P41143. hit rate 0.3% among 340,000. cells, luminescence. activation, % at 9.3 µM; in the data active means activation above about 18%;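 further: 0% = vehicle-treated cells and 100% = reference agonist; values of inactives mirror those of a sister screen read the other way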
Keap1-Nrf2 PPI – inhibitors of human Keap1-Nrf2 protein-protein interaction | Q14145 | Keap1 Kelch-Nrf2 peptide fluorescence polarization, 1536-well | inhibition, % at 9.4 µM | hit rate 0.15% among 340,000; in the data active means inhibition above about 12%;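 further: human Keap1 Kelch domain with fluorescein labeled Nrf2 9mer peptide probe; 0% = neutral control wells and 100% = peptide positive control; higher means more block of Keap1 binding to Nrf2 peptide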
Target sequence (Q14145 whole entry, looked up, the tested form may be a part): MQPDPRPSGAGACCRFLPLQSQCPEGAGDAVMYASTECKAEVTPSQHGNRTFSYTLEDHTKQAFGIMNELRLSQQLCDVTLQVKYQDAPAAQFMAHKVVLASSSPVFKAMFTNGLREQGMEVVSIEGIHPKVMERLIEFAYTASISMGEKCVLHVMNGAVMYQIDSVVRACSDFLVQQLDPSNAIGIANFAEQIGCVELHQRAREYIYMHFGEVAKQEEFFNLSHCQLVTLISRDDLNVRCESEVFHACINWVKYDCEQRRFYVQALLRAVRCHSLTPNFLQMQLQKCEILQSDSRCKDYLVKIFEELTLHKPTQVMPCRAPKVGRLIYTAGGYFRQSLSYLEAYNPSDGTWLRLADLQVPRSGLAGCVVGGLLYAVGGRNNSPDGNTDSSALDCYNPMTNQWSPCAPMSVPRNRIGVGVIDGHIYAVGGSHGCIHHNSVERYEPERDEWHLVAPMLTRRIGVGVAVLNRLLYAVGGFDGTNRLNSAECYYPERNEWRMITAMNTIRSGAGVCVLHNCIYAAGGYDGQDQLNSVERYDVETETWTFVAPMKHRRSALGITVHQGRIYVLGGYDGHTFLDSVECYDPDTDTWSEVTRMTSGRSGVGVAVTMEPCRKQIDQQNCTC
MOR-DOR inv ag – inverse agonist of human OPRM1-OPRD1 heterodimerization. cell-based MOR-DOR heterodimer luminescence, inverse agonism. inhibition, % at 9.3 µM. hit rate 0.21% among 340,000. AID 504357; in the data active means inhibition above about 22%, passing the limit was not always enough;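 further: 0% = cells with DMSO and 100% = wells without cells with DMSO; values of inactives mirror those of a sister screen read the other way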
CAL-PDZ inh HTS – inhibitors of human CAL PDZ peptide binding; inhibition, % at 24.9 µM; Q9HD26; AID 602252; hit rate 0.92% among 300,000; purified CAL PDZ, TMR-peptide fluorescence polarization, 1 h;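 active means mean inhibition of at least 30% with at least half of replicates also reaching 30%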;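 further: 0% = DMSO neutral control and 100% = excess unlabeled competitor peptide PRC23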
RTF Ca sens act – cardiac RTF calcium sensitization. hit rate 0.24% among 340,000. activation, % at 7.2 µM. IANBD-labeled TnC RTF fluorescence at EC20 calcium; 0% EC20 calcium, 100% full calcium. AID 493008. P19429+P45379;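 active means activation above the mean over all tested compounds plus 3 SD, cut at about 30% in these data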;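 further: rise in fluorescence read as greater calcium sensitivity of cardiac thin filaments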
* = called active by the depositor; . = no result given.

Below each SMILES – RTF Ca sens inh, V-ATPase pHluor, C-LANA FP, HTR5A inv ctr, HTR5A ag ctr, OPRM1-OPRD1 ag, Keap1-Nrf2 PPI, MOR-DOR inv ag, CAL-PDZ inh HTS, RTF Ca sens act
1	OCC[C@@H]1C[C@@H](O)[C@H](O)[C@]2(Cc3ccccc3O2)O1
  -3, 0, 2.3, -24, 9, -2.7, 4, 15, 0, 2
2	CN(C)c1cccc(-c2csc(N3CCC(C(N)=O)CC3)n2)c1
  -5, 1, -0.4, 0, -3, 0.5, -1, -3, -3, -4
3	COc1ccc(N2C(=O)/C(=C/c3ccc([N+](=O)[O-])cc3)N=C2C)c(OC)c1
  -3, -2, 1.2, -11, 4, 4.7, -6, -25, 4, 5
4	Cc1ccc(-c2cc(-c3n[nH]c(=S)o3)c3ccccc3n2)cc1
  8, 3, -2.8, 10, 0, 0.2, 2, -1, -3, -3
5	Cc1ccc(C(=O)CSc2cc(C)nc(SCC(=O)c3ccccc3)n2)cc1
  -3, 3, -0.9, -38, 15, -1.9, -1, 11, 2, 1
6	CC1=C(C(=O)Nc2ccc(C)cc2)C(c2ccc(C)o2)C2=C(CC(C)(C)CC2=O)N1 (stereo not drawn)
  -13, 2, 3.2, -8, 0, -0.2, 4, 1, 3, -7
7	CCc1cccc(C)c1NC(=S)N(CCN(C)C)C(C)c1ccco1 (stereo not drawn)
  8, -2, -2.9, -24, 8, -2.1, -1, 11, 1, 6
8	CCC(NS(=O)(=O)c1ccc(C)cc1)C(=O)N1CCN(c2ccccn2)CC1 (stereo not drawn)
  -7, -2, 0.4, 6, -2, -3.1, -1, 15, 3, -4
9	CC1CCCC(C)N1C(=O)Cn1c(=O)sc2ccccc21 (stereo not drawn)
  1, -1, 1.8, -12, 4, -1.1, -1, 6, ., 4
10	COc1ccc(NC(=O)CCN2CCN(S(=O)(=O)c3ccc(C(C)C)cc3)CC2)cc1
  -7, ., 3.3, -5, 3, -0.9, -5, 5, -6, 10
11	Cc1ccc(NC(=O)CCC(=O)NNC(=O)COc2ccc([N+](=O)[O-])cc2)cc1C
  -4, 2, 0.9, -15, -1, -2.0, 1, 11, -1, -6
12	CCOc1cc(S(=O)(=O)NCCc2ccccc2C)c(OCC)cc1-n1cnnn1
  -5, -4, -0.1, 0, -2, 0.2, 4, -1, -3, 0
13	O=C(NCC(=O)N(Cc1ccco1)C(C(=O)NC1CCCCC1)c1ccncc1)c1cccs1 (stereo not drawn)
  1, -1, -1.2, 5, -2, -1.3, -9, 7, -6, -5
14	Cc1ccc(C(=O)N2CCN(c3ccccc3)CC2)cc1NC(=O)c1ccco1
  -4, -1, 2.2, -9, 6, -2.1, 3, 11, -5, -2
15	O=S(Cc1ccccc1)CC(O)(c1ccccc1)c1ccccc1 (stereo not drawn)
  -5, -1, 0.7, 7, 2, 0.5, 1, -2, 5, 1

From no. 9 to 10, copied from above:
Below each SMILES – RTF Ca sens inh, V-ATPase pHluor, C-LANA FP, HTR5A inv ctr, HTR5A ag ctr, OPRM1-OPRD1 ag, Keap1-Nrf2 PPI, MOR-DOR inv ag, CAL-PDZ inh HTS, RTF Ca sens act
9	CC1CCCC(C)N1C(=O)Cn1c(=O)sc2ccccc21 (stereo not drawn)
  1, -1, 1.8, -12, 4, -1.1, -1, 6, ., 4
10	COc1ccc(NC(=O)CCN2CCN(S(=O)(=O)c3ccc(C(C)C)cc3)CC2)cc1
  -7, ., 3.3, -5, 3, -0.9, -5, 5, -6, 10

The list continues.
Below each SMILES – RTF Ca sens inh, V-ATPase pHluor, C-LANA FP, HTR5A inv ctr, HTR5A ag ctr, OPRM1-OPRD1 ag, Keap1-Nrf2 PPI, MOR-DOR inv ag, CAL-PDZ inh HTS, RTF Ca sens act
16	CCOC(=O)CCCNC(=O)c1cncc(O)c1
  -4, 0, 0.0, -18, 4, -1.7, 2, 8, -1, -2
17	O=C1NN=C(c2ccc(Cl)cc2)CC1c1cccc(Cl)c1 (stereo not drawn)
  -9, -3, 0.7, 12, -5, 7.4, -4, -36, -3, 1
18	O=C(c1cccc(S(=O)(=O)Nc2ccccc2Cl)c1)N1CCN(C(=O)c2ccco2)CC1
  -5, -5, -0.3, 24, 0, -3.1, -4, 14, -1, 2
19	Cc1nc2ccccc2n1CCC(=O)O
  -1, 3, -0.4, -4, 1, -1.6, -3, 8, -2, -4
20	O=C(N/N=C\c1ccccn1)C1c2ccccc2Oc2ccccc21
  0, 0, 3.1, 6, -2, 0.3, -5, -2, 2, -2
21	Cc1cccc(/C(N)=N/OC(=O)N2c3ccccc3Sc3ccccc32)c1
  -5, -2, -1.9, -9, 9, 5.1, 1, -29, 2, 2
22	CCc1ccc(NC(=S)N(Cc2ccccc2)Cc2ccccn2)cc1
  -1, 2, -1.3, 1, 0, -1.3, 0, 6, -3, 1
23	CCCCn1c(N)c(Sc2ccccc2[N+](=O)[O-])c(=O)[nH]c1=O
  -13, ., 2.1, -5, -2, -1.5, -3, 8, -4, 0
24	NCCCCCc1cn([C@@H](CCC(=O)O)C(=O)NCCCCCCCCCCC(=O)N2CCNCC2)nn1
  -1, -3, -0.9, 4, -3, -0.8, 3, 5, 1, 6
25	CCCCCCCCCCCCCCCC[n+]1ccc(C(N)=O)cc1
  8, 3, -0.3, -14, 2, 0.0, 1, 0, 0, -9
26	CCN(CC)S(=O)(=O)c1ccc(OC)c(NC(=O)c2ccc([N+](=O)[O-])cc2)c1
  13, 8, -1.7, -4, 1, 4.0, -4, -23, -3, -1
27	Cc1cc(C)n2nc(C(=O)N/N=C/c3cccs3)nc2n1
  -8, -1, -0.7, -17, 1, -1.2, -2, 7, ., 6
28	Cc1cccc(-n2c(SCC(=O)Nc3ncc(Cl)cc3Cl)nc3ccccc32)c1
  0, -2, -0.9, 8, -2, 1.4, -2, -8, -3, 8
29	CN1CCOCCOCCOCCN(C)C1=S
  -11, 1, 0.3, -4, 1, -0.5, -7, 2, -1, 8
30	CCCC(=O)Nc1cc(C(=O)N(C)CC(OC)OC)ccc1S(=O)(=O)c1ccc(C)cc1
  0, 1, -0.1, 3, -1, -3.7, -4, 17, -1, 4
31	Cc1cc(C(=O)OCC(=O)c2ccc3c(c2)OCCO3)c(C)o1
  -4, -6, 0.5, -2, 1, -2.3, 0, 12, -2, 1
32	COc1ccc(-n2c(C)cc(C(=O)COC(=O)c3cc(NC(=O)c4cccs4)c(OC)c(OC)c3)c2C)cc1
  3, 5, -1.0, 4, -2, -3.9, 0, 19, -2, -4
33	Cc1cc(C)nc(SCc2ccc(C(=O)N/N=C3\CC(C)CC(C)(C)C3)cc2)n1 (stereo not drawn)
  4, -2, -1.6, 7, 4, 0.3, -3, -2, ., 1
34	O=C(CSc1nnc(NC(=O)c2ccccc2[N+](=O)[O-])s1)NCc1ccco1
  -8, 2, 1.0, 21, 2, -1.4, -5, 8, -3, 4
35	COc1cccc(-n2c(SCC(=O)NC3CCS(=O)(=O)C3)nc3ccccc3c2=O)c1 (stereo not drawn)
  -5, 0, 2.3, -13, 5, 1.1, -2, -5, -5, -1
36	CC1=C(C)/C(=N\OC(=O)/C=C/c2ccccc2)C=CC1=O
  0, 0, -0.1, -14, 6, 7.1, 0, -33, ., -6
37	Cc1ccc(NC(=O)C2=CCN(S(=O)(=O)c3ccc(F)cc3)CC2)cc1
  -12, -4, 1.6, -13, 4, 3.0, 0, -15, ., 2
38	O=C(CSc1ncccn1)NCC1CCCO1 (stereo not drawn)
  -4, 2, 1.0, 14, -6, -1.5, 2, 8, ., 1
39	COCCCN1C(=O)C(=O)/C(=C(/O)c2ccc3c(c2)OCCO3)C1c1ccc(C(=O)OC)cc1 (stereo not drawn)
  -8, -1, -1.4, 2, -1, -2.5, -5, 14, 0, -2
40	CC1CCCN(CC(O)CN)C1 (stereo not drawn)
  1, -6, -0.3, 4, -2, -1.2, -1, 7, ., 5
41	CCN(CC)CCN(C(=O)c1ccc(C(=O)c2ccccc2)cc1)c1nc2cc3c(cc2s1)OCO3
  0, 2, 0.1, -6, 6, -2.5, 4, 13, -2, -3
42	CC(C)(C)[C@@H]1C=C(C(=O)O)O[C@H](OCc2ccc(CO)cc2)C1
  -9, 3, 1.8, 1, -1, -2.4, -3, 14, -4, -1
43	Cc1cccc(C(=O)Nc2sc3c(c2C(=O)O)CCC3)c1
  -8, 0, -1.2, 14, 1, -2.4, -4, 12, -9, 6
44	COC(=O)c1cc(Br)c(=O)n(Cc2ccco2)c1
  -2, 4, 0.9, 5, -2, -2.5, -2, 14, 0, 9
45	Cc1ccccc1C(=O)OCc1cnc(Cl)s1
  -2, 0, -1.0, 23, 5, 1.6, 1, -8, ., 4

A draw from above in order of molar mass, rising:
Below each SMILES – RTF Ca sens inh, V-ATPase pHluor, C-LANA FP, HTR5A inv ctr, HTR5A ag ctr, OPRM1-OPRD1 ag, Keap1-Nrf2 PPI, MOR-DOR inv ag, CAL-PDZ inh HTS, RTF Ca sens act
40	CC1CCCN(CC(O)CN)C1 (stereo not drawn)
  1, -6, -0.3, 4, -2, -1.2, -1, 7, ., 5
36	CC1=C(C)/C(=N\OC(=O)/C=C/c2ccccc2)C=CC1=O
  0, 0, -0.1, -14, 6, 7.1, 0, -33, ., -6
35	COc1cccc(-n2c(SCC(=O)NC3CCS(=O)(=O)C3)nc3ccccc3c2=O)c1 (stereo not drawn)
  -5, 0, 2.3, -13, 5, 1.1, -2, -5, -5, -1
39	COCCCN1C(=O)C(=O)/C(=C(/O)c2ccc3c(c2)OCCO3)C1c1ccc(C(=O)OC)cc1 (stereo not drawn)
  -8, -1, -1.4, 2, -1, -2.5, -5, 14, 0, -2

Copied from the list.
entry 40 | V-ATPase pHluor: -6
entry 41 | V-ATPase pHluor: 2

Going on with the list:
Below each SMILES – RTF Ca sens inh, V-ATPase pHluor, C-LANA FP, HTR5A inv ctr, HTR5A ag ctr, OPRM1-OPRD1 ag, Keap1-Nrf2 PPI, MOR-DOR inv ag, CAL-PDZ inh HTS, RTF Ca sens act
46	Cn1c(SCC(=O)CC(=O)Nc2ccccc2)nnc1-c1ccc(O)cc1
  -11, 6, 1.2, 27, 1, -1.8, -4, 10, -4, 0
47	CSc1ccc(Cl)c(C(=O)Nc2cc(S(=O)(=O)N3CCOCC3)ccc2N2CCOCC2)c1
  1, 0, 1.0, -10, 3, -1.9, -4, 10, -3, 4
48	Cc1ccccc1NC(=O)OCc1cn(-c2ccc(Cl)cc2)nn1
  1, 0, 1.5, -25, 10, 5.6, -1, -28, 0, -4
49	Cn1c(SCC(=O)Nc2sccc2C(N)=O)nnc1-c1ccncc1
  4, 0, -2.2, -27, 9, -1.1, -2, 6, 11, -3
50	COCCn1c(=NC(=O)c2nc3ccccc3s2)sc2cc(S(C)(=O)=O)ccc21
  -5, -1, -3.6, 5, -1, 2.0, -2, -10, -13, 10
51	CC(C)NC(=O)C(=O)NCCCN1CCOCC1
  1, 1, -1.2, -1, 0, -2.0, 4, 10, -3, -3

Assay outcomes as filed in PubChem BioAssay.
